# MBNL1-CUG inh = inhibitors of human MBNL1 binding to CUG repeat RNA | 280,000 tested, 0.036% active | Potency, µM (doses to about 57.5 µM), inactives show at the highest dose activity change, negative = inhibition, actives largely listed as inhibitors | TR-FRET MBNL1-His/biotin-(CUG)12 binding, 665/545 ratio; active = well fitted inhibition curve with a large enough effect in the signal ratio, with a control signal flat, not every such curve was filed as active; inconclusive = small, poorly fitted or top-dose-only effect, or effect the other way, or a change in a side signal; inactive = no such curve, though single readings can be large or run the other way; the % refers to the signal ratio; also: potency is read from the fitted curve at half-maximal effect; % is scaled to controls: 0 for no effect and ±100 for the full control effect
# Target sequence (Q9NR56 whole entry, looked up): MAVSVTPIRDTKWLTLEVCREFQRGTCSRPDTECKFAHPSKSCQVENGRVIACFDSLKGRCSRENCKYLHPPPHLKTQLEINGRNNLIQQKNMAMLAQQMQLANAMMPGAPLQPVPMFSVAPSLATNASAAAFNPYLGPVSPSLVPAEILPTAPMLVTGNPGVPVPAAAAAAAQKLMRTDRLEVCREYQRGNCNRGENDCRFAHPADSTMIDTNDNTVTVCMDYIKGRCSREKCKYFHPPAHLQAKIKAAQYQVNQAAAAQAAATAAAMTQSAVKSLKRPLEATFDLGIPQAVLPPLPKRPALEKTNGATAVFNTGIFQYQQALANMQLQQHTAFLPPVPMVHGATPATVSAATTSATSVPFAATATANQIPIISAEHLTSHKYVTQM
#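 Compound titration spanned 92 nM–58 uM against the MBNL1-His/biotin-(CUG)12 complex. After 60 min at room temperature with 5 nM streptavidin-XL665 and 0.055 ng/ul terbium anti-His, ratiometric 665/545 nm emission (Ex 340 nm) normalized to controls.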
# PTAP TSG101 blk = blocks PTAP/TSG101 interaction to inhibit HIV-1 budding | Potency, µM (highest dose often 115 µM), for the others: top-dose activity change, negative = inhibition, usual class: inhibitors | Q99816 | Fluorescence polarization, FITC-PTAP peptide / Tsg101 binding | 340,000 tested, under 10 active; active = well fitted inhibition curve with a large enough effect in the main read-out, with a control signal flat, not every such curve was filed as active; inconclusive = small, poorly fitted or top-dose-only effect, or effect the other way, or a change in a side signal; inactive = no such curve, though single readings can be large or run the other way; also: potency is read from the fitted curve at half-maximal effect; % of control where 0% means no effect
#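 FP read-out: FITC-PTAP peptide, 50 nM final, binding Tsg101 binding domain, 10 uM final; 20 min, r.t.; 10 mM HEPES pH 7.5, 0.15 M NaCl, 0.01% Tween 20, 3 mM EDTA, 0.1 mM TCEP.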
# Menin-MLL TR inh = displaces Texas Red mutant MLL peptide from human menin | O00255 | Menin + Texas Red MLL mutant peptide, fluorescence polarization | Potency, µM (series often up to 61.6 µM), inactives show at the top dose FP activity change, negative = inhibition, hits mostly inhibitors | 270,000 tested, 0.23% active; active = well fitted inhibition curve with a large enough effect in the polarisation, with a control signal flat, not every such curve was filed as active; inconclusive = small, poorly fitted or top-dose-only effect, or effect the other way, or a change in a side signal; inactive = no such curve, though single readings can be large or run the other way; the % refers to the polarisation; also: potency is read from the fitted curve at half-maximal effect; % of control where 0% means no effect; many of its hits are not listed in these tables
# Mito fusion act = blocks mitochondrial division or promotes mitochondrial fusion. 320,000 tested, 0.23% active. AID 485298. Potency, µM (top dose mostly 46.1 µM), without a hit: at the top dose growth rescue (activation), most hits filed as activators. S. cerevisiae fusion-defective mutant growth rescue, CellTiterGlo 48 h;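 also: potency is read from the fitted curve at half-maximal effect; % of control where 0% means no effect; nearly all actives have a fitted effect of over 45% in size; temperature-sensitive fusion mutants such as fzo1-1 at 37 °C on non-fermentable ethanol glycerol medium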
#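 Luminescent cell viability in 1536-well qHTS format served as the measure of rescued growth in ts fusion-mutant S. cerevisiae cultured on non-fermentable YPEG for 48 hours at 37C.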
# S-ASM inh = human S-ASM enzyme inhibition; P17405; placental ASM, HMU-PC fluorogenic substrate, 60 min; Potency, µM (highest dose often 57.5 µM), for the others: at the top dose activity change, negative = inhibition, usual class: inhibitors; 340,000 tested, 0.006% active; AID 504937; also: potency is read from the fitted curve at half-maximal effect
# Target sequence (P17405 47-631 limits assumed): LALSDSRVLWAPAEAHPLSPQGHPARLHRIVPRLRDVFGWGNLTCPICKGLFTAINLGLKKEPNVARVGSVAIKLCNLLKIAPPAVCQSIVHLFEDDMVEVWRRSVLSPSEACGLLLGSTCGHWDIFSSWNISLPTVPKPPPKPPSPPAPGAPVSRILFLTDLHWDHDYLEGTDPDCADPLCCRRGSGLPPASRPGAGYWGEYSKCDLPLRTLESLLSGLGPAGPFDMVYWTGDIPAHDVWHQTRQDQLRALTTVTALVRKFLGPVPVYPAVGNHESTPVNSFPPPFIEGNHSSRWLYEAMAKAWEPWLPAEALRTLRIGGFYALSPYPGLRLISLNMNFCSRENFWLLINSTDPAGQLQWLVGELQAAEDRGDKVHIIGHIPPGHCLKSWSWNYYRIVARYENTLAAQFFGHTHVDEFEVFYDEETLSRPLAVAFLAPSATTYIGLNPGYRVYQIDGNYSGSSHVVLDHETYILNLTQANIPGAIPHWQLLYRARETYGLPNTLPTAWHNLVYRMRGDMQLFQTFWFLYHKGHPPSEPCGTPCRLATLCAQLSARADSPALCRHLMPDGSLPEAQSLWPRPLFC
#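 Human placenta-derived ASM enzyme was preincubated with compound for 10 minutes at room temperature, then given fluorogenic substrate HMU-PC0 (9 uM final) for 60 minutes at 37 °C; a pH 10 stop preceded fluorescence reading at Ex 386/Em 447 nm.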
# CXXC DNA block = blocks binding of human MLL CXXC domain to DNA | Q03164 | MLL-CXXC / FITC-HOXA9 DNA fluorescence polarization | Potency, µM (doses to about 115 µM), without a hit: top-dose activity change, negative = inhibition, most hits filed as inhibitors | 290,000 tested, 0.037% active; active = well fitted inhibition curve with a large enough effect in the polarisation, with a control signal flat, not every such curve was filed as active; inconclusive = small, poorly fitted or top-dose-only effect, or effect the other way, or a change in a side signal; inactive = no such curve, though single readings can be large or run the other way; the % refers to the polarisation; also: potency is read from the fitted curve at half-maximal effect
#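 Fluorescence polarization: 7 uM MLL-CXXC (stock) preincubated 5 min with compounds, then 50 nM fluorescein-HOX-A9 DNA (stock) added; 30 min ambient. Buffer 50 mM Tris-HCl pH 7.5, 50 mM NaCl, 1 mM DTT, 0.05% BSA.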
# A-T KAP1 phos = potential ataxia-telangiectasia treatments restoring KAP-1 phosphorylation; AID 485349; Potency, µM (series often up to 57.5 µM), for the others: at the highest dose activation, most hits filed as activators; […] A-T fibroblasts, KAP-1 phosphorylation AlphaLISA; neocarzinostatin DNA damage 30 min before lysis; 320,000 tested, 0.19% active; also: potency is read from the fitted curve at half-maximal effect; % of control where 0% means no effect; nearly all actives have a fitted effect of over 45% in size
#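 ATM-like activity read as KAP-1 phosphorylation via AlphaLISA donor/acceptor antibody pairs after lysis and 6 hr at 25C. Cells were ATM-null patient fibroblasts ([…], hTERT), dosed 60 min, then exposed to the DSB inducer NCS for 30 min.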
# TCR activator = activators of T cell receptors; 330,000 tested, under 10 active; primary human leukocytes, anti-CD3, IL-2 HTRF, 48 h; Potency, µM (highest dose often 9.22 µM), for inactives: at the top dose activation of IL-2 secretion, usual class: activators; also: % of control where 0% means no effect
#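 Using a-CD3 beads without co-stimulation, primary human leukocytes were exposed to compounds for 48 hr. An HTRF IL-2 kit measured the cytokine, with europium-to-d2 energy transfer producing emission at 665nm upon 320nm excitation.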
# Integrin act MD = activators of alpha7 integrin expression for muscular dystrophy; alpha7betagal myoblasts, beta-gal FDG fluorescence, 48 h; Potency, µM (series often up to 38.3 µM), inactives show at the highest dose activation, usual class: activators; 350,000 tested, 0.064% active;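 also: potency is read from the fitted curve at half-maximal effect; 100% = response of the positive control SU9516; nearly all actives have a fitted effect of over 60% in size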
#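 Alpha7betagal+/- myoblasts (passage 13) were plated 16-24 hr, then exposed to compounds (1:260 dilution of DMSO stock) for 48 hours at 37C. After MPER lysis, β-galactosidase reporter activity was read as FDG fluorescence (ex 480/em 540) after 30 minutes.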
# TSHR antagonist = human thyrotropin receptor antagonism | P16473 | TSHR-expressing cells, TSH-stimulated cAMP HTRF, 2 h; stronger effect = lower value | activity change, negative = inhibition, % at 11.5 µM | 330,000 tested, 0.2% active | AID 504810;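 active = activity change below a set negative limit, meaning inhibition stronger than a set level, cut at about -70% in these data; inconclusive = activity change between two set negative limits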; also: % is scaled to controls: 0 for no effect and ±100 for the full control effect
#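 Competitive HTRF cAMP read-out (cryptate anti-cAMP antibody, cAMP-d2; 30 min, room temperature) in freshly harvested TSHR cells. Compounds added before TSH at EC80 (4nM final), followed by 2 hours' incubation at 37 deg C.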
# * = called active by the depositor; u = inconclusive; x = not tested or not shown; [ ] = another dose, or the depositor's remark. Unless noted, calls follow the shape of the dose curve; as a rule, active = well fitted curve in the direction sought with a large enough effect; inconclusive = small, poorly fitted or top-dose-only effect, or another doubt; inactive = no such curve, though single readings can be large; an effect the other way counts as inactive or inconclusive.
SMILES,MBNL1-CUG inh,PTAP TSG101 blk,Menin-MLL TR inh,Mito fusion act,S-ASM inh,CXXC DNA block,A-T KAP1 phos,TCR activator,Integrin act MD,TSHR antagonist
Cc1cc(Br)ccc1NC(=O)CN(C)C(=O)C1CCN(C(=O)c2ccc(F)cc2)CC1,x,0%,x,3%,1%,x,-1%,-2%,17%,-1
CCOc1ccc(NC(=S)N2CCC(NC(=O)c3ccccc3C)CC2)cc1,-4%,-3%,10%,-8%,1%,-3%,-1%,-3%,-3%,3
O=C1c2nc3cc(-c4ccccc4)[nH]n3c(=O)c2CN1Cc1ccccc1,-5%,0%,x,-1%,213%[activator],-3%,1%,9%,-13%,0
CCCOc1ccc(N/C=C/C(=O)c2cc(OC)c(OC)c(OC)c2)cc1,u,-2%,29%,-8%,1%,2%,-18%,-2%,u,18
CCC1Oc2ccccc2N(CC(=O)NCCc2ccc(OC)c(OC)c2)C1=O (centres undefined),-14%,0%,12%,5%,3%,6%,x,-8%[46.1 µM],-14%,1
Cc1nc2ccccc2c(=O)n1NC(=O)/C=C/c1ccc(Br)cc1,x,-3%,-23%,26%,-6%,-5%,2%,2%,11%,-2
O=C(OCCOCCN=C1NS(=O)(=O)c2ccccc21)C1CC(=O)N(c2ccccc2)C1 (centres undefined),-10%,-3%,3%,-3%,1%,-4%,-2%,3%,22%,4
CCC1(CC)C(=O)N(c2ccccc2)C(=N)N(c2ccccc2)C1=O,x,-1%,x,x,0%,x,x,5%,16%,x
COC(=O)COc1ccc(C(c2c(C)[nH][nH]c2=O)c2c(C)[nH][nH]c2=O)cc1,2%,1%,0%,-2%,4%,-2%,3%,9%,4%,2
Nc1nnc(SCC(=O)Nc2cccc(S(=O)(=O)N3CCOCC3)c2)s1,x,-2%,x,1%,3%,x,-3%,4%,-2%,10
O=C(Nc1cscc1S(=O)(=O)c1ccc(Cl)cc1)c1ccccc1Cl,-11%,-4%,x,-20%,0%,-18%,11%,-11%,u,-1
O=C(NC(Cc1ccccc1)c1ccc2c(c1)OCCCO2)c1ccccc1F (centres undefined),1%,x,-1%,3%,0%,0%,4%,x,-2%,-13
CCCCOc1ccccc1P(=O)(O)CP(=O)(c1ccccc1)c1ccccc1,-10%,0%,-25%,-4%,3%,-1%,0%,2%,-1%,6
CN(CCNC(=O)CCNC(=O)Cn1ccc2ccccc2c1=O)Cc1ccccc1,0%,-2%,-13%,-2%,-1%,2%,-4%,-5%,-7%,11
O=C(NC1CCCCC1)C(c1ccccc1)N(C(=O)Cc1ccsc1)c1ccccc1 (centres undefined),-2%,-1%,-2%,3%,1%,-17%,-5%,0%,-8%,2
O=C(NCC1CCCO1)C1CCC(=O)N1CCc1ccccc1 (centres undefined),-12%,-2%,6%,0%,0%,3%,-1%,3%,2%,14
COc1ccccc1C(=O)Nc1ccc(OCC(=O)N2CCCCC2C)cc1 (centres undefined),x,-1%,x,2%,2%,x,4%,9%,2%,24
CC(=O)c1cccc(N2C(=NC(=O)C(C)C)SC3CS(=O)(=O)CC32)c1 (centres undefined),16%,-2%,-3%,-3%,-1%,1%,3%,-1%,19%,-4
CC(=O)C1CCC2C3CCC4=CC(=O)CCC4(C)C3(F)C(O)CC12C (centres undefined),x,0%,x,x,-2%,x,x,3%,8%,x
Clc1ccc(-c2nc(C3CCCCC3)no2)cc1,9%,-1%,1%,1%,-2%,-7%,3%,-10%,5%,-7
Cc1cc(NC(=O)CSc2nnc(C(F)(F)F)n2C)no1,x,1%,x,x,0%,x,5%,-2%,-12%,-4
CCCCn1c(=O)nc2n(-c3ccccc3)c3ccccc3cc-2c1=O,u,-3%,1%,7%,x,-1%,3%,3%,-18%[7.66 µM],0
O=C1COc2ccc(C(=O)COC(=O)c3ccccn3)cc2N1,x,1%,x,-11%,0%,x,-3%,-4%,13%,-1
O=C1C=CC(=O)c2c(O)c(N3CCN(CCOCCO)CC3)c(Br)c(O)c21,x,-3%,x,x,-2%,x,x,4%,-57%[inhibitor],x
CCOC(=O)c1csc(-c2sccc2Br)n1,362%[activator],0%,x,-4%,2%,0%,-4%,6%,u,-6
Cc1cc(OCC(=O)N2CCc3ccccc3C2)c2c(-c3ccccc3)cc(=O)oc2c1,9%,-5%,0%,u,-16%,-1%,0%,3%,-47%[inhibitor],6
Cc1ncc(CN2CCN(CCc3ccccc3)C(CCO)C2)s1 (centres undefined),-7%,-2%,-4%,0%,2%,-17%,-4%,5%,0%,-4
COc1ccc(N(C)S(=O)(=O)c2cccc(C(=O)Nc3nc(C)c(C(C)=O)s3)c2)cc1,x,0%,x,-2%,-13%,x,5%,-1%,41%,-24
CC(C)(C)c1ccc(NC(=O)c2ccc3c(c2)S(=O)(=O)c2ccccc2C3=O)cc1,x,-1%,x,x,-6%,x,x,6%,4%,x
COc1ccc(-c2csc(NNC3=NCCCCC3)n2)cc1,8%,-1%,-17%,-5%,3%,3%,-13%,-1%,-31%,1
COc1cc2c(cc1OC)C(C)N(C(=O)Nc1cc(C)cc(C)c1)CC2 (centres undefined),0%,1%,5%,9%,-1%,0%,-2%,-6%,-16%,2
O=C(/C=C/c1cccnc1)c1ccc([N+](=O)[O-])cc1,u,-2%,-24%,-1%,5%,2%,-5%,7%,6%,13
COc1ccc(N2CCN(c3nc(NCCO)nc(N4CCOCC4)n3)CC2)cc1,-9%,-3%,-4%,8%,-2%,0%,-1%,4%,18%,-4
CC(=O)c1cccc(NC(=O)CCCNC(=O)c2ccc(Cl)cc2)c1,-3%,-2%,-11%,8%,3%,27%,0%,3%,0%,-5
COc1ccc(-c2oc3ccc(N4CCOCC4)cc3c2C#CC2(O)CCCCC2)cc1,x,-2%,x,x,92%[activator],x,x,-3%,-46%,x
CC1CCCC(NC(=O)COC(=O)c2cc(=O)[nH]c3ccccc23)C1C (centres undefined),x,-4%,x,x,3%,x,-4%,-32%,u,0
CN(CC(=O)Nc1ccccc1C(F)(F)F)Cc1c(O)ccc2ccccc12,8%,-1%,60%[activator],-3%,16%,101%[activator],1%,-2%,-16%,-99*
O=C(c1ccc(NC(=S)NCc2ccco2)cc1)N1CCOCC1,-7%,-3%,13%,-5%,0%,0%,6%,-4%,24%,7
Cc1ccc(S(=O)(=O)c2cn(C)c3cc(N4CCOCC4)c(F)cc3c2=O)cc1,12%,-1%,x,0%,6%,7%,-7%,9%,-21%,22
CC1(C)Cc2cccc(OCC(=O)Nc3ccccc3C(F)(F)F)c2O1,-2%,-2%,-1%,-1%,-3%,u,9%,9%,-18%,-16
CC(c1ccccc1)C1NC(C(=O)O)CS1 (centres undefined),-5%,-3%,x,2%,0%,-5%,-1%,-20%,1%,27
O=C(CC(=O)Nc1cccc(Cl)c1)N/N=C\c1ccccc1,-13%,5%,-13%,2%,-1%,11%,-1%,-2%[46.1 µM],-8%,23
Cc1ccc2c(c1)COc1c3ccc(C(=O)O)cc3nn1-2,u,x,-2%,4%,20%,-9%,-3%,6%,-3%,-9
CCC(=O)Nc1ccc(S(=O)(=O)N2CCCCC2)cc1OC,2%,-2%,-6%,1%,0%,0%,-2%,4%,10%,21
CCCNC(=O)c1ccc2c(c1)nc(C)n2-c1cccc(C)c1,-4%,0%,-24%,-3%,-3%,12%,u,-6%,16%,-35
Cc1nnc(SCC(=O)NC(C)(C)C)n1NCc1c(F)cccc1Cl,-7%,-5%,0%,-1%,0%,-1%,3%[11.5 µM],0%,-6%,7
CSc1n[nH]c2nc3c(c(=O)n12)C1(CCCC1)Cc1ccccc1-3,-8%,2%,22%,-1%,x,1%,4%,2%[46.1 µM],17%,3
COc1ccc(-c2ccc3oc(-c4ccc(OC)cc4)c(-c4cc(OC)c(OC)c(OC)c4)c3c2)cc1,x,-8%,x,x,7%,x,x,-6%,2%,x
Cc1cccc(NC(=O)CCC(=O)N/N=C/c2ccc(O)cc2O)c1,22%,-4%,28%,-1%,63%,3%,-26%,-1%,-37%,-2
CC(=O)c1c(CSc2ccccc2)oc2ccc(O)c(CN(C)C)c12,5%,-2%,u,-6%,-3%,0%,-1%,-1%,-61%[inhibitor],1

# Screening data deposited in PubChem by National Center for Advancing Translational Sciences (NCATS).

# Not all compounds are listed (hit frequency here may not be typical).
